PTHR1 agonist: activates the human parathyroid hormone receptor PTHR1 | AID 743266 | HEK293 GP2 PTHR1 cells, GloSensor cAMP luminescence, 1 h | Potency, µM (titrated, usually from 115 µM), inactives show at the highest dose activation, hits mostly activators | 410,000 tested, 0.075% active | Q03431; also: potency is read from the fitted curve at half-maximal effect; nearly all actives have a fitted effect of over 55% in size; some results filed as inactive show a strong effect at the top dose; inactives centre near -15; many of its hits are not listed in these tables
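HEK-293-derived GP2 cells expressing PTHR1 and a GloSensor cAMP reporter, 3,000/well, plated overnight, given luciferin plus IBMX (each 0.5 mM as added) for 1 h at 37 °C, then compound for 1 h at 37 °C. Luminescence was read after 15 min at room temperature.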
IL2 activator: IL-2 activation. AID 652025. activation, % (series mostly up to about 46 µM). IL-2 activation reporter assay, cell-based qHTS; stimulated with anti-CD3/CD4/CD28 beads; in transgenic mouse T cells. 360,000 tested, 0.065% active; in the data active = activation above about 50%; inconclusive = mostly about 30% to 49%; also: 0% is about no effect
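Using fluorescent plate cytometry, EGFP and DsRed are detected in transgenic mouse T cells stimulated 18 h at 37 degrees C with antibody-coated beads after 60 min compound pretreatment.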
EPAC1 agonist: agonists of human EPAC1 | EPAC1 agonist qHTS, biochemical assay; response scale: 100% = response to 6.5 mM cAMP | AID 720707 | 360,000 tested, 0.073% active | Potency, µM (top dose mostly 154 µM), without a hit: at the highest dose activation, hits mostly activators | O95398; also: potency is read from the fitted curve at half-maximal effect; nearly all actives have a fitted effect of over 60% in size
Target sequence (O95398 whole entry, looked up): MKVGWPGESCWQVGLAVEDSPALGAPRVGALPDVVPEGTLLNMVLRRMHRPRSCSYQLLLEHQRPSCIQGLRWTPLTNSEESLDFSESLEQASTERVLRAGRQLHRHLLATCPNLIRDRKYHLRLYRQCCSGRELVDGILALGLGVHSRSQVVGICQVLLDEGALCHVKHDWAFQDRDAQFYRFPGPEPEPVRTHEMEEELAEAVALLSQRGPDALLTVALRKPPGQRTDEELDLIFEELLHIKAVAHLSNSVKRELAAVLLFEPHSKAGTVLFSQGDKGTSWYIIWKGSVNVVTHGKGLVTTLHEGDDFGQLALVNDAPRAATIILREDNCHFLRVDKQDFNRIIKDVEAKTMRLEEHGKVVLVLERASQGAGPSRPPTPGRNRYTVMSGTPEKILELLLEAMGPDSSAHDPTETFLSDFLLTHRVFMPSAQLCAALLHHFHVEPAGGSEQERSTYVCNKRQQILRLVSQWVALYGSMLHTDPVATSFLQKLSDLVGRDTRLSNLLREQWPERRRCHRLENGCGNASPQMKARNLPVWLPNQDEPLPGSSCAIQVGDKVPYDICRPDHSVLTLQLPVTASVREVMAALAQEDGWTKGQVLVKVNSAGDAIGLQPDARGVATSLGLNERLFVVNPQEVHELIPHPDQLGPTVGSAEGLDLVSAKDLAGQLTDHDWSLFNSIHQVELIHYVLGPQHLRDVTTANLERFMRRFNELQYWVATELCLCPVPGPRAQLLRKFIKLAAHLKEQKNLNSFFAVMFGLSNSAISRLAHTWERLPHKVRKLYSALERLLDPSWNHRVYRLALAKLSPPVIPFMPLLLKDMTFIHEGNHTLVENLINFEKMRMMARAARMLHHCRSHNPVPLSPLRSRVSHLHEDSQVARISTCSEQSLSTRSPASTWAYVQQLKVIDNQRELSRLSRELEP
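Normalized to 6.5 mM cAMP, activity reflects EPAC1-catalysed release of BODIPY-GDP from Rap1B, followed kinetically over 30 min at 480 nm excitation, 540 nm emission. Reaction contained 100 nM EPAC1, 250 nM Rap1B-BODIPY-GDP, 50 uM GDP.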
GLP1R inv ag: inverse agonists of human GLP-1 receptor. HEK293 GLP-1R CRE-luciferase, luminescence, 24 h; GLP-1R form is constitutively active. Potency, µM (series often up to 38.3 µM), for the others: at the highest dose activity change, negative = inhibition, most hits filed as inhibitors. P43220. AID 624417. 410,000 tested, 1.6% active; also: potency is read from the fitted curve at half-maximal effect; % is scaled to controls: 0 for no effect and ±100 for the full control effect; nearly all actives have a fitted effect of over 55% in size
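HEK293 cells stably co-expressing a cAMP-responsive luciferase reporter and constitutively active GLP-1R were seeded, incubated 12 h, then exposed to compounds for 24 h at 37 C. Luminescence was read 12 min after detection reagent; inverse agonists lower signal.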
PI5P4K alpha inh: inhibitors of human PI5P4K alpha; P48426; PI5P4Kalpha enzyme, ADP-Glo luminescence, 60 min; active compounds read low; max response, %; 330,000 tested, 1.2% active; AID 652105; active = max response of -50% or lower; inconclusive = between -30% and -50%; inactive = -30% or higher; also: value at the top dose of about 77 µM; % is scaled to controls: 0 for no effect and ±100 for the full control effect
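Luminescence from ADP-Glo served as readout of PI5P4Kalpha activity in a qHTS format. Reaction: enzyme, substrate, compound, ATP at 5 microM final, 60 min at RT.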
GLP-1R agonist: activates the human GLP-1 receptor; HEK293 GLP-1R CRE-luciferase, luminescence, 4-6 h; cells express a hypersensitive GLP-1R form; Potency, µM (series often up to 45.6 µM), without a hit: top-dose activation, most hits filed as activators; 380,000 tested, 0.007% active; AID 624172; also: potency is read from the fitted curve at half-maximal effect; % of control where 0% means no effect
EPAC1 antag: blocks human EPAC1 exchange factor | O95398 | EPAC1 GEF assay, Rap1b-BODIPY-GDP exchange fluorescence | Potency, µM (highest dose often 115 µM), for the others: at the top dose activity change, negative = inhibition, actives largely listed as inhibitors | 360,000 tested, 0.14% active;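 also: potency is read from the fitted curve at half-maximal effect; plate controls were vehicle for no effect and positive control for full effect; nearly all actives have a fitted effect of over 50% in size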
GLP1R cytotox: cytotoxic in the GLP-1 receptor inverse agonist counter-screen; HEK293 cAMP-luciferase reporter cells, luminescence, 24 h; Potency, µM (series often up to 38.3 µM), for inactives: at the top dose activity change, negative = inhibition, hits mostly inhibitors; 410,000 tested, 0.13% active; AID 624418;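 also: loss of luciferase light is scored as toxicity; potency is read from the fitted curve at half-maximal effect; % is scaled to controls: 0 for no effect and ±100 for the full control effect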
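Cells in DMEM/10% Nu serum/1% pen-strep, 1536-well format. Pre-incubated 12 h, dosed with 23 nL compound, incubated a further 24 h. Luciferase detection, 12 min at room temp, luminescence.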
PLK1 PBD block: PLK1 (human) polo-box domain binding inhibition; P53350; Plk1 PBD binding of FITC phosphopeptide, fluorescence polarization; Potency, µM, for the others: max response, negative = inhibition, actives largely listed as inhibitors; 360,000 tested, 2.8% active; AID 720504; also: potency is read from the fitted curve at half-maximal effect; series mostly up to about 57 µM; % is scaled to controls: 0 for no effect and ±100 for the full control effect; nearly all actives have a fitted effect of over 65% in size
Numbers without * were called inactive; i = inactive; ? = inconclusive; / = not tested or not shown; [ ] = dose if it differs, or a comment. Unless noted, calls follow the shape of the dose curve; as a rule, active = well fitted curve in the direction sought with a large enough effect; inconclusive = small, poorly fitted or top-dose-only effect, or another doubt; inactive = no such curve, though single readings can be large; an effect the other way counts as inactive or inconclusive. These rows are one share of the data; rates above refer to the full screens.

Fields – PLK1 PBD block, PTHR1 agonist, EPAC1 agonist, GLP1R inv ag, GLP1R cytotox, IL2 activator, PI5P4K alpha inh, EPAC1 antag, GLP-1R agonist
> CC(C(=O)Nc1ccccc1)N(C)Cc1cccs1 (stereo not drawn)
→ -1.1%, i, -6.4%, ?, 18.5%, -2.3, -14.9, 7.0%, 11.9%
> CCN(CC)S(=O)(=O)c1cc(C(=O)N=c2sccn2C)ccc1OC
→ 1.4%, -24.3%, -5.3%, 7.7%, 2.4%, 5.2, 6.3, -9.8%, -0.3%
> O=C(N/N=C/c1cccs1)C1CC(=O)N(c2ccccc2)C1 (stereo not drawn)
→ -0.5%, i, -0.7%, 14.1%, -11.0%, -1.4, /, 7.0%, 0.3%
> Cc1ccc(-n2c(N)c(C(N)=O)sc2=S)cc1
→ 5.97µM*, -10.4%, 4.2%, 0.0%, 11.4%, -4.3, ?, -20.6%, -2.6%
> CC(C)C(=O)Nc1nnn(C)n1
→ 1.0%, i, 5.3%, -6.3%, 10.3%, 2.1, 0.5, -3.1%, -10.9%
> O=C(NCc1cccs1)C1CC(=O)N(C2CCCC2)C1 (stereo not drawn)
→ -2.0%, -9.1%[57.5 µM], -2.4%, 6.2%, -2.1%, -2.3, /, 9.4%, 4.7%
> O=C(CC(O)(c1ccccc1)C(F)(F)C(F)F)c1cccs1 (stereo not drawn)
→ 0.9%, -3.9%[57.5 µM], 2.1%, 0.0%, 2.2%, -1.4, /, -7.6%, 0.6%
> COC(=O)CNC(=O)C1CC(=O)N(CCc2ccc(F)cc2)C1 (stereo not drawn)
→ ?, -0.3%, -3.6%, 18.8%, 14.6%, -0.1, 9.1, -15.8%, 1.3%
> CCCCn1c(N)c(N(CC(C)C)C(=O)c2c(CC)noc2C)c(=O)[nH]c1=O
→ -4.3%, i, -46.7%, 10.4%, 9.0%, -0.6, 2.1, -13.6%, -6.5%
> COc1cc(NC(=O)c2cccc([N+](=O)[O-])c2)ccc1NC(=O)c1cc2ccccc2o1
→ -10.1%, -67.9%[inhibitor], 2.9%, 1.5%, 1.2%, -0.3, 0.4, 1.6%, 10.9%
> CCOC(=O)c1cnn(-c2nc3c(C)cccc3s2)c1C
→ -0.5%, i, 0.7%, 0.2%, -1.8%, -0.4, 12.7, -2.6%, -5.5%
> CC1=NOC(=O)/C1=C\c1ccc(-c2ccccc2Br)o1
→ 0.423µM*, -38.9%[inhibitor], 4.0%, ?, 3.0%, -0.8, ?, ?, -4.2%
> COc1ccc(CN2CCNC(=O)C2CC(=O)NC2CCCCCC2)c(F)c1 (stereo not drawn)
→ -13.9%, -0.8%, 6.0%, 13.7%, -6.1%, -4.2, -0.3, -5.9%, 2.8%
> COc1ccc(Br)cc1CNC(=O)CCCc1cn(C)c2ccccc12
→ -6.3%, -19.0%, 13.8%, 22.4µM*, -6.1%, -2.0, 5.2, ?, 5.3%
> Cc1cc(NC(=O)c2ccc3nc(-c4ccccc4)c(-c4ccccc4)nc3c2)no1
→ -10.2%, i, 10.2%, -1.0%, 2.5%, -3.7, /, -0.5%, -12.7%
> O=C(NCc1ccccc1)Nc1cccn(Cc2ccccc2)c1=O
→ 3.1%, -13.4%, -1.4%, -10.3%, 2.9%[1.53 µM], 0.5, -3.4, 10.2%, -2.8%
> COC(=O)[C@@]12C[C@@H](CC(=O)NCc3cccc(C(F)(F)F)c3)C(=O)N(Cc3ccc4c(c3)OCO4)C1=CCC(C)(C)C2
→ -6.4%, i, -15.2%, ?, -18.6%, -0.8, 15.6, -25.6%, /
> Cc1cc(C(=O)NCCCN2CCN(c3cc(Cl)ccc3C)CC2)n(-c2ccccc2)n1
→ -5.4%, -12.5%, -4.7%, ?, ?, -3.8, -1.4, 4.2%, 11.6%
> O=C(COc1ccc(F)cc1)Nc1nccs1
→ -6.2%, -38.3%[inhibitor], -0.6%, ?, 4.1%, -3.6, -0.8, -7.5%, 0.4%
> COC(=O)c1ccc2c(=O)n(CCCCCC(=O)NCc3ccc4c(c3)OCO4)c(=O)[nH]c2c1
→ -3.5%, i, 5.3%, 73.1%[activator], -20.7%, -1.0, /, 6.3%, -9.6%
> O=C(N/N=C/c1ccc(Cl)cc1)C(=O)N1CCCCCC1
→ -5.0%, -22.0%, 4.1%, 7.0%, 4.0%, 2.1, -9.0, -3.4%, 8.4%
> N=c1c2ccccc2nc2n1CCCCCCC2
→ 5.8%, i, 3.6%, ?, 3.5%, -1.7, -5.6, 6.0%, -7.7%
> CSCCC(NC(=O)c1ccccc1)C(=O)N1CC=C(c2ccccc2)CC1 (stereo not drawn)
→ -2.6%, -26.7%, -4.4%, 10µM*, -21.5%, -2.7, -1.8, 0.5%, -3.3%
> CC(=O)Oc1ccc2c(=O)c(N3C(=O)c4ccccc4C3=O)c(C)oc2c1
→ -9.8%, -20.1%, -4.3%, 19.0%, -2.3%, -3.1, -7.7, -8.2%, -7.2%
> Cc1noc(C)c1C(=O)OCC(=O)Nc1cc(Cl)ccc1Oc1ccccc1
→ 1.2%, i, 9.6%, ?, -5.3%, -0.5, -0.3, 3.1%, 5.7%
> COc1ccccc1N1CCN(C2CCCN(S(=O)(=O)c3ccccc3)C2)CC1 (stereo not drawn)
→ -6.0%, -10.6%, 0.8%, -23.9%, 5.6%, -2.1, 0.6, -2.3%, 1.5%
> O=C(OCCN1CCCCC1)c1c[nH]c2ccccc12
→ -8.8%, i, 0.6%, 0.8%, -2.5%, -0.6, 3.0, 6.1%, 24.6%
> CCCn1c(N)c(C(=O)CN2CCc3ccccc3C2)c(=O)n(C)c1=O
→ -8.9%, -14.1%, -5.5%, 6.8%, 8.3%, -3.9, 2.2, -15.8%, 0.3%
> CCn1c(Cc2ccccc2)nnc1SCC(=O)c1c(N)n(C2CC2)c(=O)[nH]c1=O
→ -8.6%, -3.8%, 9.6%, 2.0%, 4.1%, -0.6, -3.0, -1.0%, 3.5%
> COc1cccc(C(=O)N2CCN(Cc3ccccc3[N+](=O)[O-])CC2)c1
→ -14.9%, -27.2%, -1.0%, -31.9%, 2.5%, -3.8, 0.7, -8.2%, -4.4%

Pulled by structure from the list above (two):
Fields – PLK1 PBD block, PTHR1 agonist, EPAC1 agonist, GLP1R inv ag, GLP1R cytotox, IL2 activator, PI5P4K alpha inh, EPAC1 antag, GLP-1R agonist
> CC(C(=O)Nc1ccccc1)N(C)Cc1cccs1 (stereo not drawn)
→ -1.1%, i, -6.4%, ?, 18.5%, -2.3, -14.9, 7.0%, 11.9%
> Cc1noc(C)c1C(=O)OCC(=O)Nc1cc(Cl)ccc1Oc1ccccc1
→ 1.2%, i, 9.6%, ?, -5.3%, -0.5, -0.3, 3.1%, 5.7%

Next section.
Fields – PLK1 PBD block, PTHR1 agonist, EPAC1 agonist, GLP1R inv ag, GLP1R cytotox, IL2 activator, PI5P4K alpha inh, EPAC1 antag, GLP-1R agonist
> Cc1c(NC(=O)c2noc3c2CCc2ccccc2-3)c(=O)n(-c2ccccc2)n1C
→ -6.1%, -17.8%, -13.9%, 0.9%, -0.2%, 1.5, 1.3, -9.2%, -1.2%
> CC(C)n1ncc2c(C(=O)N3CCN(S(=O)(=O)c4cccc(F)c4)CC3)cc(C3CC3)nc21
→ -1.0%, -16.3%, -15.5%, 28.0%, 5.1%, 1.9, 4.4, 4.3%, -4.4%
> O=C(Nc1ccc(N2CCOCC2)cc1)c1cccc2ccccc12
→ 0.2%, i, 0.8%, -29.8%, -13.5%, -0.6, -2.9, 23.2%, 9.4%
> CN(C)S(=O)(=O)c1ccc(Cl)c(NC(=O)CN2CCN(Cc3ccc4c(c3)OCO4)CC2)c1
→ 3.8%, -28.9%, -1.9%, ?, 4.6%, 1.0, -1.4, 13.7%, 15.2%
> COc1cccc(CNC(=O)N2CCN(S(=O)(=O)c3ccc(C)cc3)CC2)c1
→ -7.7%, -8.3%, 1.0%, 26.6%, 2.9%, -0.9, 4.0, 3.2%, 14.9%
> CCOc1ccc(C(=O)NCC(=O)Nc2cc(C)ccn2)cc1OCC
→ -1.6%, -17.4%, -4.9%, 16.8%, 0.7%, 0.3, -3.8, 15.7%, 19.3%
> CCCN(CC(=O)Nc1ccccc1OC)C(=O)c1ccc2ncsc2c1
→ -19.6%, 20.6%, -8.5%, 17.4%, -11.7%, 0.8, 3.2, 27.4%, 9.1%
> Cc1ccc(NC(=O)CN(C)C(=O)c2ccccc2Sc2ccccc2C#N)cc1
→ -4.7%, -13.6%, 4.2%, ?, -1.6%, 2.0, -3.2, -5.8%, 8.0%
> Cc1ccc(C(NC(=O)NC(C)c2ccccc2)C(Cl)(Cl)Cl)cc1F (stereo not drawn)
→ -6.6%, -93.0%[inhibitor], -1.8%, -74.1%, -25.6%, -3.6, 12.5, -6.1%, -5.3%
> COc1ccc(CNC(=O)CSc2n[nH]c(N)n2)cc1
→ -11.7%, ?, -8.0%, 3.7%, -2.8%, 0.0, 2.7, -7.4%, 3.9%
> O=C(COC(=O)c1ccco1)Nc1nc2c(F)c(F)c(F)cc2s1
→ -28.3%, -14.0%, -5.5%, 3.4%, 1.9%, 0.7, -53.3*, ?, 0.8%
> CCOC(=O)Cc1csc(NC(=S)NC(=O)c2cccc([N+](=O)[O-])c2)n1
→ -6.7%, -1.3%, -6.3%, 12.3%, -10.5%, -1.3, -6.9, -3.9%, 0.1%
> C[C@@H]1CN([C@H](C)CO)C(=O)CCCn2nncc2CO[C@H]1CN(C)Cc1ccccc1C(=O)O
→ -6.4%, i, -3.3%, 6.0%, 0.4%, 5.4, 0.2, 5.7%, -2.2%
> Nc1ccc2c(c1)C(=O)Cc1ccccc1S2
→ -12.5%, -34.2%, 3.0%, ?, 15.8%, 1.8, -18.2, -18.1%, 7.9%
> Cc1ccc(CC(=O)CCc2ccccc2)cc1
→ -8.8%, -12.5%, -12.5%, 1.9%, -0.1%, -3.7, -2.5, -7.3%, 11.8%
> CC1CCN(c2cc(N3CCOCC3)c([N+](=O)[O-])cc2F)CC1
→ -10.0%, i, 4.2%, ?, -19.4%, 0.8, 0.1, -9.1%, 5.2%

Bioassay records as filed in PubChem.
